# Menin-MLL TR inh – inhibitors of human menin-MLL interaction, mutant MLL peptide | O00255 | 0.23% of 270,000 active | Potency, µM (series often up to 61.6 µM), inactives show at the top dose FP activity change, negative = inhibition, actives largely listed as inhibitors | Menin + Texas Red MLL mutant peptide, fluorescence polarization; active means well fitted inhibition curve with a large enough effect in the polarisation, with a control signal flat, not every such curve was filed as active; inconclusive means small, poorly fitted or top-dose-only effect, or effect the other way, or a change in a side signal; inactive means no such curve, though single readings can be large or run the other way; the % refers to the polarisation; further: potency means the concentration at half of the fitted maximal effect; % of control where 0% means no effect; many of its hits are not listed in these tables
# VP16 counter – Gal4-VP16 reporter inhibition counter-screen; Drosophila S2 Gal4-VP16 UAS-luciferase, luminescence, 20 h; Potency, µM (series often up to 53.6 µM), inactives show at the highest dose activity, negative = inhibition, usual class: inhibitors; 3.5% of 310,000 active; AID 2546;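 further: Gal4-VP16 expression switched on by copper sulfate through the metallothionein promoter; potency means the concentration at half of the fitted maximal effect; on the % scale 0 is the no-effect control and ±100 the full control effect; nearly all actives have a fitted effect of over 50% in size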
# Rab9 prom act – Rab9 promoter activation; Huh7 Rab9 promoter-luciferase reporter, luminescence, 24 h; Potency, µM (top dose mostly 9.22 µM), for the others: top-dose activation, negative = inhibition, most hits filed as activators; 2.8% of 320,000 active; AID 485297; further: potency means the concentration at half of the fitted maximal effect; % of control where 0% means no effect; nearly all actives have a fitted effect of over 60% in size
#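 Luminescence read-out: Huh7 cells stably expressing Rab9-luciferase, treated 24 h with compound at 37 °C, then lysed with luciferase reagent for 10 min at ambient before reading.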
# ELG1 genotoxic – induces genotoxicity in HEK293T cells with luciferase-tagged ELG1 | Potency, µM (top dose mostly 46 µM), without a hit: at the top dose activity change, positive = activation, most hits filed as activators | 1.3% of 330,000 active | HEK293T ELG1-luciferase reporter, luminescence, 16 h; further: potency means the concentration at half of the fitted maximal effect; % of control where 0% means no effect; nearly all actives have a fitted effect of over 60% in size
#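 Reporter readout depends on ELG1 protein level, which increases with genetic stress. After 16 hr compound exposure at 37 °C, luciferase activity was quantified using ONE-Glo.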
# NPC1 promoter act – NPC1 promoter activation. Potency, µM (titrated, usually from 9.22 µM), without a hit: at the highest dose activation, hits mostly activators. Huh7 NPC1 promoter luciferase reporter, 24 h. 2.4% of 320,000 active;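 further: potency means the concentration at half of the fitted maximal effect; % of control where 0% means no effect; nearly all actives have a fitted effect of over 60% in size; reporter is driven by a mutant NPC1 promoter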
#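 Compounds in DMSO were transferred onto Huh7 NPC1-luciferase reporter cells pre-incubated 2 h; after 24 h at 37 °C, Amplite reagent was dispensed and luminescence recorded 10 min later.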
# PKM2 act – increases activity of human pyruvate kinase M2; P14618; purified PKM2, Kinase-Glo ATP luminescence, activation; response scale: 0% is enzyme alone, no compound; Potency, µM (top dose mostly 57.5 µM), inactives show at the highest dose activation, usual class: activators; 0.34% of 260,000 active; AID 1631; further: potency means the concentration at half of the fitted maximal effect; on the % scale 0 is the no-effect control and ±100 the full control effect; nearly all actives have a fitted effect of over 55% in size
# Target sequence (P14618 whole entry, looked up): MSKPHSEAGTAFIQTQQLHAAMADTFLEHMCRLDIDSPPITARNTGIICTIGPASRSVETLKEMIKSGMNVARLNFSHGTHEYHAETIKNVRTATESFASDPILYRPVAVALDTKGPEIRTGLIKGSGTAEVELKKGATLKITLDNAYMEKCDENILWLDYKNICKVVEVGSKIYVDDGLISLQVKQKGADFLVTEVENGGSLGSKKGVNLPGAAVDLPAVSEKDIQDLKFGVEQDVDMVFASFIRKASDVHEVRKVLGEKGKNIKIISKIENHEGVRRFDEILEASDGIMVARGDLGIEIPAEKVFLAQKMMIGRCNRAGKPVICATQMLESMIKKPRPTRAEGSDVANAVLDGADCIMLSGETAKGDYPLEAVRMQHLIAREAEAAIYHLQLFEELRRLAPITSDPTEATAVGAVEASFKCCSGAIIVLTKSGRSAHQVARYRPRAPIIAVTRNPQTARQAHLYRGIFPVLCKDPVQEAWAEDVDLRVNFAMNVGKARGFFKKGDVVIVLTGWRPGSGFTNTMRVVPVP
#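 Kinase-Glo luminescence reports ATP generated from ADP (0.1 mM) and PEP (0.5 mM) by purified hPK-M2 after 1 h at room temperature, pH 7.2 imidazole buffer; intermediate enzyme activity allows detecting inhibitors and activators.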
# RORg inh – ROR gamma (mouse) transcription inhibition. P51450. Drosophila S2 Gal4-RORgamma UAS-luciferase reporter, 20 h. Potency, µM (series often up to 53.6 µM), for inactives: top-dose activity change, negative = inhibition, actives largely listed as inhibitors. 5.4% of 310,000 active. AID 2551; further: potency means the concentration at half of the fitted maximal effect; on the % scale 0 is the no-effect control and ±100 the full control effect; nearly all actives have a fitted effect of over 60% in size
# Target sequence (P51450 whole entry, looked up, the tested form may be a part): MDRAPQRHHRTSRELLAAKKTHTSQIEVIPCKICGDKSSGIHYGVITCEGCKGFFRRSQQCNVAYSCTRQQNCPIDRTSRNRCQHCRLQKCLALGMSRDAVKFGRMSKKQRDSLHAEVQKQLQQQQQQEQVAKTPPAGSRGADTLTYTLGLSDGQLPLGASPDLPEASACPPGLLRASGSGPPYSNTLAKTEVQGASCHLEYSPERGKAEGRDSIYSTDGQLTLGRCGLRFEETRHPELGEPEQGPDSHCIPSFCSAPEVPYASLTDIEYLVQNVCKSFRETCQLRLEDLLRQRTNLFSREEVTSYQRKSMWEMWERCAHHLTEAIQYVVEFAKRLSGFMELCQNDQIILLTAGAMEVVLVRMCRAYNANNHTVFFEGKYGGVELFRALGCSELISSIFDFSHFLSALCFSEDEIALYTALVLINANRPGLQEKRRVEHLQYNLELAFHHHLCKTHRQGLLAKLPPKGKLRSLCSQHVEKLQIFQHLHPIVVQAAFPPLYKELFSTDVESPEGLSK
#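 Compounds are pin-transferred onto Drosophila Schneider cells expressing a copper-inducible Gal4–ROR gamma transactivation domain fusion. After 1 hr, copper sulfate is added to 700 uM final; luciferase is read 20 hr later.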
# p53 reactivator – mutant p53 re-activation in reporter cells; 0.063% of 320,000 active; H1299 p53-A138V BP100-luciferase reporter, luminescence, 24 h; AID 504706; Potency, µM (doses to about 92.2 µM), for inactives: at the top dose activity change, positive = activation, most hits filed as activators; further: potency means the concentration at half of the fitted maximal effect; % of control where 0% means no effect; nearly all actives have a fitted effect of over 45% in size
#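 p53-null H1299 cells stably carrying temperature-sensitive p53-A138V and a BP100-luciferase reporter were pinned with compounds (4-point, 1:5 series) and held 24 hrs at 37 deg C. Luminescence was read 10 min after detection reagent.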
# Giardia killer – Giardia lamblia killing; Giardia lamblia trophozoite viability; 0.15% of 340,000 active; AID 540267; activity change, % at 7.66 µM, hits read low; in the data active means activity change below about -80%; inconclusive means between about -30% and that limit;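 further: parasites exposed to compound for two days anaerobically before the ATP read; on the % scale 0 is the no-effect control and ±100 the full control effect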
#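 Giardia trophozoites, 100 cells per well, were exposed to compounds for 48 hrs at 37 deg C under anaerobic conditions; viability was then read as ATP content by bioluminescence after 15-30 min at room temperature.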
# BRCA1 expr up – activators of BRCA1 expression. MCF7-BRCA1-FFLuc reporter, luminescence, 48 h; response scale: scaled: vehicle 0%, 10 µM genistein 100%. 1.1% of 380,000 active. Potency, µM (doses to about 46.1 µM), for inactives: at the highest dose activation, actives largely listed as activators; further: potency means the concentration at half of the fitted maximal effect; nearly all actives have a fitted effect of over 80% in size; some results filed as inactive show a strong effect at the top dose
#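 Compounds are tested at multiple concentrations on MCF7 BRCA1-luciferase reporter cells seeded at 2000 per well; after 48 h, a single luminescence end-point is taken and curves fitted to the normalized data.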
# FLuc counter – firefly luciferase modulation, counter-screen for miR-21 project. P08659. purified FLuc, Km substrates, luminescence inhibition. Potency, µM (titrated, usually from 57.5 µM), inactives show at the top dose activity change, negative = inhibition, usual class: inhibitors. 6.9% of 360,000 active. AID 588342;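 further: potency means the concentration at half of the fitted maximal effect; plate controls were vehicle for no effect and reference inhibitor for full effect; nearly all actives have a fitted effect of over 55% in size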
#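 Biochemical qHTS of compounds, final roughly 60 µM downward over six points, against 10 nM purified firefly luciferase using Km concentrations of substrates (10 uM D-luciferin, 10 uM ATP) in Tris acetate pH 7.5 buffer; luminescence output.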
# The depositor's hits bear a star; ? = inconclusive; . = not tested or not shown; [ ] = remark or other dose. Unless noted, the call rests on the fitted dose curve; in most records, active means well fitted curve in the direction sought with a large enough effect; inconclusive means small, poorly fitted or top-dose-only effect, or another doubt; inactive means no such curve, though single readings can be large; an effect the other way counts as inactive or inconclusive. An excerpt (hit frequency here may not be typical).
# Each structure is followed by: FLuc counter, Rab9 prom act, BRCA1 expr up, Menin-MLL TR inh, VP16 counter, Giardia killer, NPC1 promoter act, p53 reactivator, ELG1 genotoxic, PKM2 act, RORg inh
CC(C)OCCCNC(=O)c1ccc2c(c1)S(=O)(=O)c1ccccc1C2=O
  2%, 0%, -22%, ., -1%, -1, 1%, -10%, -2%, -15%, -16%
COc1cccc(-n2c(SCC(=O)c3c[nH]c4ccccc34)nc3ccccc3c2=O)c1
  3%, -2%, 17%, ?, -1%, 18, -2%, -6%, -1%, 4%, 39%[10 µM]
O=C(Cc1ccccc1)N/N=C/c1ccc2c(c1)OCO2
  15µM*, 4µM*, 1.3µM*, ?, -3%, -21, 2.5µM*, 19%, ?, ., 40%
Cc1ccc2nc3c(cc(C(=O)NC4CCS(=O)(=O)C4)n3Cc3ccccc3)c(=O)n2c1 (configuration not stated)
  0%, 0%, -8%, -3%, -17%, -4, -3%, -4%, -5%, ., 0%
COc1cc(COc2ccc3c(C)c(CC(=O)O)c(=O)oc3c2C)cc(OC)c1OC
  -12%, -1%, -11%, ?, -14%, -14, 2%, -1%, 4%, ., 25%
CCOC(=O)N1CCN(C(=O)c2cc3c(s2)-c2c(C)cccc2OC3)CC1
  -4%, 0%, 3%, -17%, -4%, ?, 1%, 5%, 0%, ., -3%
CCOc1ccc(CCNC(=O)C2CSC3(C)CCC(=O)N23)cc1OCC (configuration not stated)
  6%, 2%, 9%, ., 6%, 2, -3%, -18%, 0%, -1%, -20%
O=C1OC(NC(=O)c2ccccc2)C(N2CCOCC2)=C1Cl (configuration not stated)
  0%, -3%, 7%, 29%, 2%, 4, -2%, -9%, -3%, 7%, -22%
CC(O)CNCCCCOc1ccc(OCc2ccccc2)cc1 (configuration not stated)
  ?, ?, ?, ?, -14%, -3, 21%, 0%, ?, 0%, 13%
CC(C)(C)c1ccc(C(=O)OCCNC(=O)c2c(Cl)nc3ccccn23)cc1
  ?, 7%, 0%, -5%, 9%, -4, 10%, -10%, -5%, 3%, ?
COc1cc(C)nc(N(C)S(=O)(=O)c2ccccc2Cl)n1
  2%, -8%, -19%, -9%, -2%, -14, 0%, 1%, -1%, 9%, 24%
Cc1ccc(C)c(OCC(=O)Nc2nc3ccc([N+](=O)[O-])cc3s2)c1C
  7%, -1%, -62%, ?, ?, -3, -6%, -1%, -16%, 1%, ?
COc1ccc(/C=C2\SC(=S)N(Cc3cccnc3)C2=O)cc1C
  5.4µM*, 1%, 5%, ?, 0%, -7, 2%, -4%, 4%, -3%, -8%
COc1ccc(NC(=O)CN(C)C(=O)c2cccc(S(=O)(=O)N3CCN(Cc4ccccc4)CC3)c2)cc1
  -1%, 9%, -31%, ., -3%, -25, -1%, -2%, 11%, -7%, 0%
COc1ccc(CN2CN=C(Nc3nc4ccccc4s3)NC2)cc1
  -2%, 8%, -30%, -15%, -6%, 5, -4%, 3%, -9%, 6%, 11%
CN(Cc1nc(-c2cnccn2)no1)C1CC(C)(C)NC(C)(C)C1
  0%, -2%, 34%, 2%, -7%, 6, -1%, -3%, 2%, -5%, -2%
COc1ccc(N2CCCn3c2nc2c3c(=O)n(Cc3ccccc3F)c(=O)n2C)c(OC)c1
  -1%, 21%, -17%, -12%[11.7 µM], -1%, -16, -4%, 1%, -8%, -6%, -1%
CC(=O)NC1CC2CCCC(C1)N2CC(=O)NCc1ccc(F)cc1 (configuration not stated)
  3%, -5%, 10%, ., 0%, -3, -1%, -2%, -1%, -3%, -12%
O=C(NNc1c(Cl)cccc1Cl)c1c(F)cccc1Cl
  0%, 11%, 1%, ., -5%, -9, 2%, -1%, -3%, 8%, 34%
COc1ccc(NC(=O)N2CCCC(C(=O)NCCc3ccccc3)C2)cc1 (configuration not stated)
  -3%, ?, 70%, -7%, 9%, -9, 20%, 16%, 13%, 1%, 33%
COc1ccc(S(=O)(=O)N(CC(=O)NC2CCCC2)c2ccccc2OC)cc1
  4%, -5%, -9%, ., -6%, -4, 0%, -12%, -7%, -5%, -15%
CCOC(=O)[C@@H]1[C@H]2COc3cc(OC)ccc3[C@@H]2N2C(=O)N(c3ccc(C(F)(F)F)cc3)C(=O)[C@@]12C
  1%, -2%, -25%, 15%, 4%, 7, -1%, ., 0%, -3%, ?
C#CCOc1c(Cl)cc(/C=N/NC(N)=S)cc1OCC
  -1%, -20%, -50%, 7%, ?, 34[activator], -2%, ?, 0%, 22%, 14µM*
COc1ccc(OC)c(C(=O)N/N=C/c2ccccn2)c1
  ?, -1%, -2%, 3%, 1%, -5, 3%, ., -2%, -5%[11.5 µM], 27%
CN(C)C(=O)c1ccc(NC(=O)CN2C(=O)NC3(CCCc4ccccc43)C2=O)cc1 (configuration not stated)
  -7%, -5%, -9%, ., ., -5, -2%, -2%, 3%, ., .
COc1ccc(CCN2CC(C(=O)NCCc3ccccn3)CCC2=O)cc1 (configuration not stated)
  3%, 12%, -2%, 1%, 7%, 19, -1%, -9%, -5%, 3%, -2%
COCc1cc(C)n(CC(=O)Nc2c(C)cccc2C)c(=O)c1C#N
  -1%, -5%, 22%, 9%, -13%, -6, -3%, 0%, 1%, -4%, -25%
C[C@H](CCC(=O)NCC(=O)O)[C@H]1CC[C@H]2C3[C@H](O)C[C@@H]4C[C@H](O)CC[C@]4(C)[C@H]3C[C@H](O)[C@]12C (some centres not stated)
  6%, -2%, 16%, ., ., -8, -2%, 6%, 0%, ., .
CC(Oc1ccccc1)C(=O)N1CCN=C1SCc1ccccc1F (configuration not stated)
  -8%, 8%, -1%, ., -4%, -9, 0%, 1%, -2%, -5%, 34%
CC(C)(C)c1nnc(NC(=O)c2cccnc2Cl)s1
  -16%, 17%, 6%, 5%, -16%, 2, 9%, 5%, 10%, -5%, -3%
CCOc1ccc(N2C(=O)CC(NCCc3ccc(S(N)(=O)=O)cc3)C2=O)cc1 (configuration not stated)
  5%, 4%, -11%, 4%, 3%, 7, 1%, 1%, 6%, -1%, 1%[10 µM]
Cc1ccc(S(=O)(=O)N2CCN(C(=O)COC(=O)Cc3ccc(F)cc3)CC2)c(C)c1
  1%, -1%, 0%, ., ., 12, -1%, -4%, 3%, ., .
COC(=O)c1ccc(NC(=O)CSc2nnc(C3CC3)n2C)cc1
  0%, 3%, -22%, 1%, -5%, 8, -2%, 1%, -11%, -4%, -19%
CCOC(=O)Nc1sc(NS(=O)(=O)c2ccc(C)cc2)nc1C
  -1%, -8%, -4%, 6%, -6%, -4, 2%, -4%, 2%, 0%, 10%
COc1ccc(/C(C)=N/NC(=O)CNC(=O)c2cccnc2)cc1
  6%, 0%, 1%, 2%, -4%, -25, 0%, -5%, -5%, ., -12%
CC(CCc1ccccc1)NC(=O)C1CCCN(C(=O)c2cc3sccc3n2C)C1 (configuration not stated)
  1%, 2%, -49%, -7%, 14%, 0, 0%, 2%, -22%, 11%, ?
CCNC(=O)/C(=C/c1ccco1)NC(=O)/C=C/c1ccccc1
  1%, 5%, 11%, ?, -1%, 0, -5%, 0%, -4%, 11%, 22%
CC(=O)c1ccc(-n2nnnc2SCC(=O)Nc2sc(C)c(C)c2C#N)cc1
  -7%, -2%, -6%, 2%, ?, -26, -1%, 15%, 1%, -4%, -6%
O=C(C1=C[C@@H](c2ccccc2)C[C@@H](OCc2ccc(CO)cc2)O1)N1CCN(Cc2ccc3c(c2)OCO3)CC1
  0%, 0%, -7%, ?, -20%, 0, 2%, 1%, -12%, 2%, 0%
Cc1cc(Cl)ccc1OCC(=O)N/N=C/c1ccncc1
  -18%, 6%, -45%, ?, 2%, 7, -2%, -3%, -4%, 0%, 17%
CO/N=C(\N)c1nonc1N
  -2%, 0%, -25%, ., 10%, 0, -1%, 4%, 1%, 2%, -1%
COc1cccc(C=Nc2ccccc2C(=O)Nc2ccccc2)c1O
  -16%, 27%, ?, 10%, -3%, -2, 23%, ?, 9%, 7%, 17%
COc1ccc(Cl)cc1NC(=O)C(=O)N/N=C/c1cc(C)n(-c2ccc(C)cc2)c1C
  3.4µM*, -1%, -1%, ., 14%, 3, -3%, 1%, 1%, -2%, -18%
CCCS(=O)(=O)N1CCN(C(=O)c2cc(OC)cc(OC)c2)CC1
  -1%, -2%, -4%, -14%, -2%, -8, -3%, -1%, 0%, -1%, -6%
COc1ccc(Cc2nnc(SCC(=O)NC3CCCCC3)n2C)cc1
  -1%, -3%, -5%, -5%, 1%, 5, -3%, -6%, -1%, -5%, -2%
O=C(O)c1cccn1Cc1ccccc1F
  -1%, 0%, -22%, 4%, 1%, -23, -2%, 26%, 1%, -3%, 11%
COc1ccccc1OCCNC(=O)CN(c1cccc(C)c1)S(=O)(=O)c1ccccc1
  -2%, 4%, -24%, ., -9%, 2, 1%, -20%, -18%, 0%, -25%
CCc1nnc(NC(=O)C2CCN(C(=O)c3ccco3)CC2)s1
  -3%, -1%, -3%, 15%, -6%, 10, 2%, 1%, 16%, ., 4%
